# From PubChem BioAssay
# Mtb UGM inh: M. tuberculosis UGM enzyme inhibitors, primary screen, biochemical, fluorescence polarization, single point; UDP-galactopyranose mutase (Mycobacterium tuberculosis (strain ATCC 25618 / H37Rv)), …; purified UGM, fluorescence polarization probe displacement; AID 504406, 2011; 320,000 tested, 0.06% active; inhibition, % at 10 µM; in the data active = inhibition above about 10%, passing the limit was not always enough; inconclusive = no clear call, values can overlap the other calls
# Target sequence (P9WIQ1 whole entry, looked up): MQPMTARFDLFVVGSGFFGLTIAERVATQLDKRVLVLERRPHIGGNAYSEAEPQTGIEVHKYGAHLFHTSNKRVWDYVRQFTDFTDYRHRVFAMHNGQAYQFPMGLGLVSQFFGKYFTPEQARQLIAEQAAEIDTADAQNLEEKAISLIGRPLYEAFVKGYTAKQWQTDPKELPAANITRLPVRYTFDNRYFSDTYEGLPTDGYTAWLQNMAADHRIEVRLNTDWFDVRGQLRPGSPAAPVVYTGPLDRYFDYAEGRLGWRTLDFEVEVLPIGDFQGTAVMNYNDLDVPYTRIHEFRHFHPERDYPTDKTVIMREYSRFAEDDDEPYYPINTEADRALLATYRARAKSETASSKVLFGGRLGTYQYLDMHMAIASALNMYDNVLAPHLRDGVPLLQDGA
# BoNT-F LC inh: BoNT/F light chain protease inhibitors, primary screen, biochemical, flow cytometry, MLPCN library | Botulinum neurotoxin type F light chain protease (Clostridium botulinum) | Multiplex microsphere protease cleavage assay | inhibition, % at 10 µM | 360,000 tested, 0.22% active | AID 588497, 2011; in the data active = inhibition above about 35%, passing the limit was not always enough; inconclusive = no clear call, values can overlap the other calls; also: plate controls were buffer without enzyme for full effect and enzyme alone for no effect
# BioA inh: M. tuberculosis BioA enzyme inhibitors, primary screen, biochemical, plate reader, single point, HTS; 360,000 tested, 0.096% active; 7,8-diaminopelargonic acid synthase BioA (Mycobacterium tuberculosis); purified M. tuberculosis BioA enzyme; inhibition, % at 9.99 µM; in the data active = inhibition above about 40%; inconclusive = no clear call, values can overlap the other calls
# BoNT-A LC inh2: BoNT/A light chain protease inhibitors, primary screen, biochemical, flow cytometry, MLPCN library | Botulinum neurotoxin type A light chain protease (Clostridium botulinum A str. ATCC 3502) | multiplex microsphere protease substrate cleavage | inhibition, % at 10 µM | 360,000 tested, 0.17% active; also: plate controls were buffer without enzyme for full effect and enzyme alone for no effect
# PfHsp40 rescue: rescue of yeast from PfHsp40 toxicity, primary screen, S. cerevisiae, ATP luminescence; S. cerevisiae expressing PfHsp40, growth rescue; growth rescue, % at 12.5 µM; 340,000 tested, 0.68% active; AID 504582, 2011; in the data active = growth rescue above about 28%, passing the limit was not always enough; inconclusive = no clear call, values can overlap the other calls;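 also: yeast W303a lacking pdr1 and pdr3 grown in galactose medium; growth measured after three days at 30 °C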
# FadD28 FP inh: inhibitors of FadD28 bisubstrate probe binding, primary screen, biochemical, fluorescence polarization, single point. Mycobacterium tuberculosis FadD28 fatty-acid-AMP ligase. inhibition, % at 12.5 µM. 360,000 tested, 0.22% active. AID 588549, 2011; in the data active = inhibition above about 8.5%, passing the limit was not always enough; inconclusive = no clear call, values can overlap the other calls
# GDH-TPI inh: GDH-TPI coupling enzyme inhibitors, primary screen, artefact control for M. tuberculosis FBA inhibitor project, biochemical, absorbance, full deck; GDH-TPI coupled enzyme counterscreen, NADH absorbance; inhibition, % at 4.8 µM; 360,000 tested, 1.2% active; in the data active = inhibition above about 30%;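 also: 0% = DMSO wells and 100% = wells lacking the enzyme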
# Mtb FBA inh: Mtb FBA enzyme inhibitors, primary screen, biochemical, fluorescence, strain H37Rv; Fructose-bisphosphate aldolase (Mycobacterium tuberculosis (strain ATCC 25618 / H37Rv)), …; purified M. tuberculosis FBA, fluorescence read-out; inhibition, % at 1 µM; 360,000 tested, 2.3% active; AID 588726, 2011; in the data active = inhibition above about 27%;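 also: 0% = vehicle and 100% = reference inhibitor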
# Target sequence (P9WQA3 whole entry, looked up): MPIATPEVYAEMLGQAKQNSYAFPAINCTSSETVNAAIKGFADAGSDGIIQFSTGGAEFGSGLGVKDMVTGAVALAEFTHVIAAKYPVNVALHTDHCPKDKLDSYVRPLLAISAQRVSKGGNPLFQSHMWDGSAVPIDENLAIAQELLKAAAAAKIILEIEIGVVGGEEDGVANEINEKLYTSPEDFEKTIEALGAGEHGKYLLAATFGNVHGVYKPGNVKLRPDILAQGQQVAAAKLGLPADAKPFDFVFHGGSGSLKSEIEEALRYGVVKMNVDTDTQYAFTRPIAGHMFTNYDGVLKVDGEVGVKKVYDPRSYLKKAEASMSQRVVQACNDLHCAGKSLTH
# Anthrax LF inh2: Bacillus anthracis LF protease inhibitors, primary screen, biochemical, multiplex microsphere, MLPCN library; multiplex microsphere protease cleavage assay; Lethal factor (Bacillus anthracis), P15917; AID 588501, 2011; inhibition, % at 10 µM; 360,000 tested, 0.12% active; also: plate controls were buffer without enzyme for full effect and enzyme alone for no effect
# An asterisk follows results filed as active; ? = inconclusive; / = not tested or not shown; + = active, no number; & = joins results of further samples. Rule as the data show it, unless noted: active = inhibition above about 30%; inconclusive = no clear call, values can overlap the other calls; inactive = below that.
item	mol	Mtb UGM inh	BoNT-F LC inh	BioA inh	BoNT-A LC inh2	PfHsp40 rescue
1	CNC(=O)c1sc2nc(-c3ccc(OC)cc3)cn2c1C	0.0	-6	4.4	-0.2	3.9
2	Cc1cc2nc(-c3ccccc3Br)n(/C=C(\c3ccccc3)n3c(=O)[nH]c4ccccc43)c2cc1C	/	-5	-2.1	1.5	/
3	CCOc1ccccc1N(CC(=O)Nc1ccc(S(=O)(=O)N2CCCC2)cc1)S(C)(=O)=O	1.4	-6	-1.6	-5.0	0.8
4	CCOC(=O)C1=NN(c2ccccc2C)C2=NC(C)=C(C(=O)OC)C(c3cccc(OC)c3)N12 (stereo unspecified)	0.9	-2	0.5	0.3	-1.3
5	Cc1ccc(S(=O)(=O)NCCSc2nncn2C)cc1	-0.3	4	1.1	0.5	-0.3
6	CC1(C)CC(=O)C2=C(C1)OC(N)=C([N+](=O)[O-])C2c1cccs1 (stereo unspecified)	1.0	-4	4.6	-0.8	-0.8
7	CCCCCC(O)c1cccc(OCc2ccc3ccccc3n2)c1 (stereo unspecified)	3.2	9	-0.1&2.1	-0.1	58*
8	CCOc1cccc2sc(N(CCN(CC)CC)C(=O)c3ccc(S(=O)(=O)N4CCCCC4)cc3)nc12	-0.8	2	/	0.5	-1.1
9	O=C(O)CSCC(=O)N1CCCCC1	0.7	-2	/	-1.1	0.0
10	CCc1cccc(C)c1NC(=S)NCC(c1cccnc1)N(C)C (stereo unspecified)	-1.7	-4	/	0.1	1.1
11	O=C(Nc1ccccc1)c1ccc(S(=O)(=O)Nc2cccc(O)c2)cc1	1.4	-2	0.0	-0.3	0.6
12	Cc1cccc(CNC(=O)C2CCC(=O)N(CC3CCCCC3)C2)c1 (stereo unspecified)	/	-24	0.3	-1.6	/
13	CC(C)C(C(=O)NCC1CCCO1)N(C(=O)CNS(=O)(=O)c1ccc(F)cc1)c1ccccc1 (stereo unspecified)	-1.9	-9	-1.0	0.7	1.2
14	CCCCNC(=S)Nc1cccc(S(=O)(=O)NC2=NCCC2)c1	2.5	0	-1.4	2.0	-0.4
15	CCn1c(SCC(=O)NNC(=O)c2ccc(C)cc2)nnc1C1CC1	1.6	1	-3.2	2.7	-1.0

item	FadD28 FP inh	GDH-TPI inh	Mtb FBA inh	Anthrax LF inh2
1	-2.9	1	-2	-9
2	-5.4	/	7	-6
3	-2.4	2	4	-4
4	-1.4	14	1	-2
5	/	1	-4	-2
6	-0.2	-2	0	-2
7	-4.7	-1	-1	-2
8	-1.9	6	0	-1
9	0.2	8	0	0
10	-0.6	3	1	0
11	-4.0	2	-1	-1
12	1.6	4	3	-2
13	-1.2	-5	1	-6
14	-1.4	2	2	-6
15	2.2	6	0	0

# Entries of single compounds from above.
# CCc1cccc(C)c1NC(=S)NCC(c1cccnc1)N(C)C (stereo unspecified) is listed with Mtb UGM inh: -1.7; BoNT-F LC inh: -4; BioA inh: /; BoNT-A LC inh2: 0.1; PfHsp40 rescue: 1.1; FadD28 FP inh: -0.6; GDH-TPI inh: 3; Mtb FBA inh: 1; Anthrax LF inh2: 0
# Cc1cc2nc(-c3ccccc3Br)n(/C=C(\c3ccccc3)n3c(=O)[nH]c4ccccc43)c2cc1C is listed with Mtb UGM inh: /; BoNT-F LC inh: -5; BioA inh: -2.1; BoNT-A LC inh2: 1.5; PfHsp40 rescue: /; FadD28 FP inh: -5.4; GDH-TPI inh: /; Mtb FBA inh: 7; Anthrax LF inh2: -6

# The list continues.
item	mol	Mtb UGM inh	BoNT-F LC inh	BioA inh	BoNT-A LC inh2	PfHsp40 rescue
16	N#C/C(=N\Nc1ccccc1[N+](=O)[O-])C(=N)N1CCCCC1	0.9	-6	0.2	0.0	-0.2
17	Cc1nc2c(cnn2-c2ccccc2)c(=O)n1/N=C/c1ccccc1	-1.0	3	3.3	0.1	-0.5
18	CC(Cc1cccs1)NC(=S)Nc1ccc(F)cc1 (stereo unspecified)	-1.4	2	1.2	0.1	1.9
19	CCC1(CC)C(=O)C(C)(C)C(=O)OC1c1ccccn1 (stereo unspecified)	0.6	-6	-0.1	-0.4	0.8
20	COc1ccc2c(c1)cc(C(=O)N[C@@H](CCSC)C(=O)N1CCC[C@H]1C(=O)O)n2C	3.5	5	-0.4	0.8	-1.1
21	O=C(O)CC1(CC(=O)NCc2ccncc2)CCCCC1	0.2	?	-1.4	1.7	-0.6
22	COc1ccccc1NC(=O)COc1ccc(C(=O)NC2CCCc3ccccc32)cc1OC (stereo unspecified)	2.1	3	-1.5	0.5	-0.4
23	CCn1nc(C(=O)NCc2nnc3ccccn23)c2ccccc2c1=O	/	2	/	0.7	0.2
24	CC(=O)Nc1ccccc1-c1nc2ccc(C(=O)N3CCN(c4ccccc4)CC3)cc2[nH]c1=O	-1.3	-3	0.6	0.6	-0.1
25	COCCCNC(=O)c1cccc(NC(=O)c2ccccc2)c1	-0.7	2	/	0.4	0.7
26	CCOc1ccc2ccccc2c1C(=O)N1CCOCC1	-0.4	-5	/	-0.6	-0.5
27	CSC1=NCCN1C(=O)Cc1ccc(Cl)cc1	-1.3	-2	0.5	-0.1	-0.3
28	CSc1ncc2ncn(C3OC(CO)C(O)C3O)c2n1 (stereo unspecified)	3.2	3	-3.3	-0.4	-1.0
29	COc1ccc(NC(=O)CN2CCCCC2)c([N+](=O)[O-])c1	-0.6	-6	-2.0	-0.3	-1.2
30	CC1CC(C)CN(c2oc(-c3ccccc3F)nc2C#N)C1 (stereo unspecified)	-1.8	11	1.9	-0.3	-0.1

item	FadD28 FP inh	GDH-TPI inh	Mtb FBA inh	Anthrax LF inh2
16	0.4	4	-8	-6
17	-4.4	-3	-3	-3
18	-5.8	7	-2	0
19	-2.5	8	3	-4
20	3.1	9	111*	-5
21	-3.4	-7	0	-4
22	-2.8	-2	5	-1
23	-0.5	5	0	-4
24	-2.0	21	5	-7
25	-0.2	1	-3	2
26	-0.3	19	2	-2
27	-1.8	-5	6	-4
28	0.0	8	4	0
29	0.6	6	3	4
30	/	10	60*	1

item	mol	Mtb UGM inh	BoNT-F LC inh	BioA inh	BoNT-A LC inh2	PfHsp40 rescue
31	COc1ccc(CNn2c(-c3ccccc3F)nc3ccccc3c2=O)cc1OC	0.0	2	0.8	0.2	0.9
32	COc1ccc(NS(=O)(=O)c2cc(NC(=O)c3ccco3)ccc2N2CCCC2)cc1	3.4	-12	0.0	-0.8	1.6
33	CC(C)CCn1c(SCC(=O)N2CC(=O)Nc3ccccc32)nc2scc(-c3cccs3)c2c1=O	-2.2	2	/	0.3	0.5
34	CCOc1ccc(C(=O)C[n+]2ccccc2C)cc1	-0.6	-6	/	-1.2	-0.2
35	O=[N+]([O-])c1ccccc1OCCN1CCOCC1	-1.1	9	-1.9	-1.3	-1.3
36	Cc1cccc(C(=O)Nc2sc3c(c2C#N)CCCCC3)c1	-3.3	1	/	-1.0	-0.7
37	Cc1cccc(N2CCN(S(=O)(=O)c3ccc4[nH]c(=O)ccc4c3)CC2)c1C	-4.7	-4	-1.3	-0.1	-1.1
38	CN(C)c1cccc(F)c1C(=O)NC(=O)Nc1ccc(Cl)cc1	/	-2	/	-0.2	2.7
39	O=C(NCc1cn2ccsc2n1)c1cccc(C(F)(F)F)c1	0.3	1	1.6	-0.9	0.2
40	CCNC(=S)N1CCN(c2nc(-c3ccc(F)cc3)cs2)CC1	2.3	/	6.4	/	-0.6
41	C=CCNc1oc(-c2cccs2)nc1C#N	3.6	5	1.3	5.3	-0.1
42	CCOC(=O)c1noc(C)c1C(=O)Nc1nc(C)cc(C)n1	0.4	0	/	-0.5	-0.8
43	CC(C(=O)Nc1cccc(S(=O)(=O)N2CCOCC2)c1)N1CCN(c2ccc(F)cc2)CC1 (stereo unspecified)	0.1	-2	/	-1.2	0.0
44	CCN(CC)S(=O)(=O)c1ccc(S(=O)(=O)Nc2c(C)nn(C)c2C)cc1	-0.9	13	-1.5	-0.3	0.1
45	O=C(c1cccn2c(=O)c3ccc(Cl)cc3nc12)N1CCC2(CC1)OCCO2	3.3	0	7.4	-0.5	-0.5

item	FadD28 FP inh	GDH-TPI inh	Mtb FBA inh	Anthrax LF inh2
31	-3.3	-13	-2	2
32	-0.8	-3	0	-1
33	-6.8	-7	1	-1
34	1.6	-4	0	-2
35	-2.8	-1	0	3
36	-2.0	19	5	-7
37	0.3	8	4	-2
38	-1.7	3	-1	3
39	0.9	8	0	-6
40	-0.2	-9	1	/
41	-1.2	28	+	-2
42	-3.7	7	1	0
43	-2.3	-2	1	-3
44	-2.4	3	-1	5
45	-0.9	19	23	-4

# Single entries from above.
# BoNT-A LC inh2 result of `C=CCNc1oc(-c2cccs2)nc1C#N` = 5.3
# PfHsp40 rescue result of `O=C(NCc1cn2ccsc2n1)c1cccc(C(F)(F)F)c1` = 0.2

# The results go on.
item	mol	Mtb UGM inh	BoNT-F LC inh	BioA inh	BoNT-A LC inh2	PfHsp40 rescue
46	Cc1[nH]c(C)c(S(=O)(=O)N2c3ccccc3CC2C)c1C(=O)N1CCCCC1 (stereo unspecified)	0.5	5	-1.3	0.6	0.9
47	CC(C)(O)C(=O)NN(C(=O)c1ccccc1)c1cccc(Br)c1	-1.8	-8	-1.4	-0.3	-1.9
48	COc1ccc(Oc2cccc(Cl)c2CNC(=O)CSCC(=O)O)cc1	2.0	?	/	?	-1.1
49	CCC(CC)c1nnc(NC(=O)C2CC(=O)N(c3ccc4c(c3)OCCO4)C2)s1 (stereo unspecified)	/	-1	1.2	-1.1	0.4
50	C/C(=N\NC(=O)c1nnn(-c2nonc2N)c1CSc1ccccc1)c1cccnc1	-0.9	-2	1.2	-1.1	-1.7
51	CCn1c(C)c(C(C)=O)c(SC)nc1=S	-0.1	-4	1.6	-0.2	-0.7
52	CC(C)NC(=O)c1ccc2c(=O)n(CC3CCCO3)c(=S)[nH]c2c1 (stereo unspecified)	-0.1	1	/	-0.2	-0.9
53	COc1ccc(O)c2c(=O)c3c(OC)cc4c(c3oc12)C1C=COC1O4 (stereo unspecified)	-0.2	-3	-1.3	-0.2	/
54	Cn1ncc(Br)c1C(=O)Nc1ccc(F)cc1F	-3.1	3	0.2	0.6	-0.5
55	COc1ccc(/C(C)=N/NC(=O)CCC(=O)Nc2ccc(Cl)cc2Cl)c(OC)c1	2.5	-2	/	0.0	-0.5
56	Cc1ccc(Sc2c(CO)c(-c3ccccc3)nn2C)cc1	1.3	-8	/	-2.5	1.8
57	CCN1CCCC1CNC(=O)c1[nH]c2ccc(OC)cc2c1C (stereo unspecified)	4.2	-9	-0.5	0.3	-0.1
58	COc1ccc(Cl)cc1CC=NNC(=O)c1cccc(C)c1O	/	-11	/	-1.0	0.4
59	Cc1ccc(S(=O)(=O)c2ccc(NN)cc2)cc1	/	0	-0.3	0.0	1.2
60	O=C(C1CCCC1)N1CCN(S(=O)(=O)c2ccc(F)c(F)c2F)CC1	-1.0	2	-0.7	-0.7	-0.4

item	FadD28 FP inh	GDH-TPI inh	Mtb FBA inh	Anthrax LF inh2
46	-4.2	0	0	2
47	-0.3	12	-1	3
48	-3.8	-3	0	-7
49	-0.7	5	-1	-6
50	-4.1	6	0	-1
51	-1.4	1	0	0
52	1.0	6	0	-4
53	-1.8	-2	0	7
54	-3.8	0	1	-5
55	-4.4	-5	0	-2
56	-2.6	6	5	-1
57	/	8	45*	16
58	-1.8	5	2	-2
59	-4.0	3	1	-5
60	0.1	-1	-1	12
